High-throughput results deposited in PubChem by several laboratories.
IDE cell activ: IDE (human) activation, cell-based; activation, % at 5.96 µM; HEK cells, FAbeta-B cleavage, fluorescence polarization; 0% vehicle, 100% cell-free pure enzyme wells; hit rate 0.073% among 340,000; AID 493087; P14735;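 active = activation above the mean of all tested compounds plus 3 SD, set per screening campaign, cut at about 17% in these data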
Target sequence (P14735 whole entry, looked up): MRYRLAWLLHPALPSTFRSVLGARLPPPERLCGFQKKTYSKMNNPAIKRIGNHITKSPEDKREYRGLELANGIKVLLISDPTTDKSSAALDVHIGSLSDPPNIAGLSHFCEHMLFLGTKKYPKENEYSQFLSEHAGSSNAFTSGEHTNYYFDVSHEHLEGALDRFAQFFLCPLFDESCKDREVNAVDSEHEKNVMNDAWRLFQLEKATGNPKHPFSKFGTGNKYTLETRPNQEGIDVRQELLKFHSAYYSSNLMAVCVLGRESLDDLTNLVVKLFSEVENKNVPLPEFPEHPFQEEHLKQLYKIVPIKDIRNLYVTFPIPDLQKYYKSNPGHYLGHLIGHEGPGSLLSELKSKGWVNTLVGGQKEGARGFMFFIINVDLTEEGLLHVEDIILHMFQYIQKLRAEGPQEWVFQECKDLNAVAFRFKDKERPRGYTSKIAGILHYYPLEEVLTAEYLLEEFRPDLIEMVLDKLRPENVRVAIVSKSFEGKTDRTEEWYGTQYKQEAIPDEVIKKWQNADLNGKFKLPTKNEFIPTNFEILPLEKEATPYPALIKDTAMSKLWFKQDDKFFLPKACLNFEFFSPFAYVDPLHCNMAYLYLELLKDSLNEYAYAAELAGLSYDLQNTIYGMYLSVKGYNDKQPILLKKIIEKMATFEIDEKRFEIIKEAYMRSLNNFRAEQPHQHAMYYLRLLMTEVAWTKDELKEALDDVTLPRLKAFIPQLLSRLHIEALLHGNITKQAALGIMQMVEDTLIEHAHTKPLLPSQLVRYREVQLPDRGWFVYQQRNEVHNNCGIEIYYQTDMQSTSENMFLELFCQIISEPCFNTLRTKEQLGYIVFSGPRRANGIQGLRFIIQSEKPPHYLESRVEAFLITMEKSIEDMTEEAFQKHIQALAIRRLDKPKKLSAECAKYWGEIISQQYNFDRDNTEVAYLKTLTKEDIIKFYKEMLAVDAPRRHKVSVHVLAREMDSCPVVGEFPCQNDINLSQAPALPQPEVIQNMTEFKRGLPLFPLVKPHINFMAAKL
MEKK3 PB1 HTS: raises or lowers MEK5 binding to the human MEKK3 PB1 domain. binding response (% of control), % at 10 µM. hit rate 1.4% among 290,000. bead-based flow cytometry, Alexa488-MEK5 binding to MEKK3; actives lie on both sides; 0 = blocked by unlabeled MEK5, 100 = vehicle;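 active = binding response more than 3 SD above or below the average of its plate-row segment, actives on both sides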;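 also: Alexa488 bead fluorescence after subtracting the streptavidin-only scavenger bead signal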
PfM18AAP inh: blocks P. falciparum M18 aspartyl aminopeptidase | AID 1822 | recombinant PfM18AAP, H-Glu-NHMec fluorogenic cleavage | inhibition, % at 7.35 µM | hit rate 1.2% among 290,000;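 active = inhibition above the campaign mean inhibition over all tested compounds plus 3 SD, cut at about 28% in these data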;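 also: 0% = plate median of test compound wells and 100% = 2 mM ZnCl2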
NALP1 inh: blocks the NALP1 inflammasome reconstituted in yeast; S. cerevisiae NALP1/ASC/caspase-1 growth, X-gal OD620, 72 h; inhibition, % at 10 µM; hit rate 0.61% among 280,000; AID 2071; in the data active = inhibition mostly above about 24%, no sharp cut-off; inactive = mostly below about 32%; also: some compounds called inactive have numbers as strong as hits
IDE inh: cellular human IDE inhibition | P14735 | HEK cells, FAbetaB cleavage, fluorescence polarization | inhibition, % at 5.59 µM | hit rate 0.41% among 320,000 | AID 434962;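 active = percent inhibition above the average of all tested compounds plus 3 SD, set per screening campaign, cut at about 16% in these data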;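 also: IDE supplied by intact live HEK cells; FP after avidin binding of uncleaved biotin substrate so inhibition keeps polarization high; 0% = DMSO wells and 100% = 60 µM reference IDE inhibitor Ii1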
SUMO HTRF inh: SUMOylation inhibition | inhibition, % at 35 µM | HTRF SUMOylation assay, SAE1/SAE2 + UBC9, in vitro | AID 2006 | hit rate 0.36% among 290,000; in the data active = inhibition above about 50%, passing the limit was not always enough; also: strong numbers were not always called active
MEKK2 mut-MEK5: signal of MEK5 binding to mutant human MEKK2 PB1 domain | percent response, % at 10 µM | bead flow cytometry, Alexa488-MEK5 binding to MEKK2 mutant | hit rate 0.35% among 290,000 | AID 1530; in the data active = percent response above about 24%, passing the limit was not always enough; also: inactives centre near 1; some results filed as inactive read as strong as hits; reference of the scale not given here
MEKK2 WT-MEK5: raises or lowers MEK5 binding to wildtype human MEKK2 PB1 domain; bead flow cytometry, Alexa488-MEK5 binding to MEKK2 WT; actives lie on both sides; binding response (% of control), % at 10 µM; hit rate 1.1% among 290,000; AID 1531; in the data active = binding response below about 67% or above about 130%
pCIP destab: compounds decreasing mouse p/CIP protein stability; Q05BA5; decrease of EGFP signal, % at 10 µM; hit rate 0.01% among 290,000; AID 1984; F442A p/CIP-EGFP cells, EGFP fluorescence, 16 h;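 active = EGFP signal decrease of at least 30% at 10 µM or well 3 SD below plate mean, unless failing retest; inactive = the rest, including hits failing retest or dose response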; also: some compounds called inactive have numbers as strong as hits; many of its hits are not listed in these tables
* marks the source's active call; other numbers are inactive results; . = no result given; [ ] = dose if it differs, or a comment. Only part of the results is shown (hit frequency here may not be typical).

Results follow in this order: NALP1 inh	SUMO HTRF inh	MEKK2 WT-MEK5	pCIP destab	MEKK2 mut-MEK5	IDE inh	PfM18AAP inh	IDE cell activ	MEKK3 PB1 HTS
CC1(C)CC(=O)C=C(NCCN2CCN(C(=O)Cc3ccc(Cl)cc3)CC2)C1
→ 9.1	18.4	101.0	2.0	12.0	2.4	-5.6	1.0	107.0
CNP(=O)(Oc1ccccc1)OC12CC3CC(CC(C3)C1)C2 (stereo unspecified)
→ 2.0	6.5	100.0	-6.6	-1.0	-1.6	-7.2	1.5	99.0
CCn1ccnc1CN1CCCC(C(=O)c2cc(F)ccc2OC)C1 (stereo unspecified)
→ -6.6	8.0	114.0	-10.8	7.0	-3.6	-3.9	3.0	110.0
CC1(C)C[C@H]2C=C(C=O)[C@]3(C=O)C[C@]3(C)[C@H]2C1
→ 107.7*	1.6	98.0	-3.5	1.0	3.8	2.1	3.8	106.0
CCOC(=O)c1c(-n2c(C)cc(/C=C3\C(=O)NC(=O)N(C)C3=O)c2C)sc2c1CCCC2
→ 3.2	14.4	96.0	2.8	0.0	6.9	9.7	2.0	111.0
CCC(COC(=O)NC)NC(=O)Oc1cccc(C)c1 (stereo unspecified)
→ 4.0	14.8	100.0	-13.6	-6.0	2.6	0.9	-1.6	102.0
COc1ccc(-n2c(-c3ccccc3[N+](=O)[O-])nc3ccccc3c2=O)cc1
→ -2.2	1.4	104.0	5.9	1.0	.	0.7	0.5	102.0
Fc1ccc(CN2CCN(c3ccc(Cl)cc3)CC2)cc1
→ -3.0	8.1	101.0	-6.3	4.0	0.8	1.3	1.7	103.0
CC(=O)c1c(C)n(CC2CCCO2)c2ccc(O)cc12 (stereo unspecified)
→ 12.9	-5.0	.	-2.6	.	-4.2	-5.3	7.7	.
O=P(Nc1cccnc1)(Oc1ccccc1)Oc1ccccc1
→ 20.2	18.6	97.0	-14.9	-3.0	3.7	1.5	4.3	96.0
O=C(CNC(=O)OCc1ccccc1)Nc1ccc(Br)cc1C(=O)c1ccccc1
→ 12.7	-4.4	99.0	1.9	0.0	1.8	-3.5	2.6	103.0
O=C(COc1ccc(Cl)cc1)N1CCN(C2CCCC2)CC1
→ 13.1	1.2	103.0	-3.9	2.0	-1.5	1.0	-1.1	102.0
CCOc1ccc(N=Cc2c(O)n(Cc3ccccc3)c(=S)[nH]c2=O)cc1
→ 21.5	24.3	91.0	-13.4	-12.0	4.0	-1.4	-0.5	86.0
CC1CCCN(C(=O)CN2C3CCC2CC(O)(c2ccc(F)cc2)C3)C1 (stereo unspecified)
→ -19.1	-6.9	94.0	1.1	-1.0	3.0	-8.9	3.7	81.0
Cc1ccc(OCC(=O)N2CCN(Cc3ccc([N+](=O)[O-])cc3)CC2)cc1
→ .	-6.9	105.0	-3.9	2.0	3.3	10.7	-0.8	103.0
N#CCCn1cc(C(=O)Nc2ccc(F)cc2)c(-c2ccccc2)n1
→ -6.3	10.9	107.0	2.2	3.0	.	-1.9	2.3	105.0
CC1=CC(=O)NP(=O)(Oc2ccc3ccccc3c2)N1 (stereo unspecified)
→ 2.7	17.9	108.0	1.2	5.0	-1.2	1.9	-5.9	106.0
COC(=O)C1=C(c2cc3ccccc3s2)C[C@@H]2CC[C@H]1N2C(=O)NCc1cccc2ccccc12
→ .	.	93.0	.	-1.0	-3.1	.	-1.2	105.0
CN1C(=O)C(=Cc2ccc(OCC(=O)Nc3ccccc3)cc2)C(=O)N(C)C1=O
→ 1.7	-7.4	99.0	7.0	1.0	3.3	1.3	-1.2	100.0
Cc1nc2ccccc2c(=O)n1-c1ccc(C(=O)O)cc1
→ .	17.3	103.0	-2.1	1.0	4.2	2.8	17.6*	91.0
CCc1cccc2c(C#N)cn(CC(=O)N3CCOCC3)c12
→ -6.1	11.7	105.0	-1.7	9.0	-3.0	10.3	-1.0	104.0
CCC(=Nc1cccc(C(F)(F)F)c1)c1c(O)n(C)c(=O)n(C)c1=O
→ 13.2	7.0	80.0	-0.9	-17.0	0.8	0.5	-5.2	76.0
CN1OCC2Cn3c(nc4ccccc43)C21 (stereo unspecified)
→ 10.3	-3.2	95.0	0.8	4.0	1.8	.	3.2	96.0
O=S(=O)(c1ccc(F)cc1)N1CCCC1c1cccnc1 (stereo unspecified)
→ 6.4	-7.1	102.0	4.7	1.0	-0.5	-2.0	-0.7	105.0
COc1ccc(C(=O)OC2CC3CCC(C2)[N+]3(C)[O-])cc1OC (stereo unspecified)
→ 8.4	-3.4	96.0	-15.5	1.0	4.8	6.3	4.3	96.0
CC1=C(C/C(C)=C/c2ccccc2)/C(=C/CO)[C@@H]2OC(=O)O[C@]2(C)C12CC2
→ .	.	88.0	.	-8.0	-2.4	.	-0.2	97.0
CCOP(=S)(OCC)SCOC(=O)NCC(=O)OC
→ 3.2	12.0	102.0	-6.8	-6.0	-2.9	-3.1	2.0	100.0
C=Cn1ccnc1P(=S)(c1cc(N(CC)CC)ns1)c1nccn1C=C
→ -17.3	16.9	95.0	-7.5	-1.0	-4.3	-11.3	6.8	91.0
COC(=O)C1=C(c2cccc(OC)c2OC)C[C@@H]2CC[C@H]1N2C(=O)N1CCC(C)CC1
→ .	.	116.0	.	6.0	-1.0	.	1.7	109.0
COc1ccc(C(=O)C2CCCN(Cc3ccsc3)C2)cc1OC (stereo unspecified)
→ -6.3	-2.9	108.0	-9.0	5.0	2.8	6.0	-0.6	106.0
CCOC(=O)c1c(/N=C/c2c(O)n(-c3ccccc3F)c(=S)[nH]c2=O)sc2c1CCCC2
→ 22.5	-6.2	64.0*[inhibitor]	-6.6	-34.0	-1.1	-4.4	-2.7	91.0
CCc1ccc(NC(=O)CCNC(=O)N2C[C@H]3C[C@@H](C2)c2cccc(=O)n2C3)cc1
→ 3.4	10.9	100.0	9.9	1.0	9.5	2.4	7.7	97.0
c1ccc2c(c1)OCC(C1=NCCN1)O2 (stereo unspecified)
→ 30.1	-18.5	98.0	-1.8	6.0	1.2	0.1	5.9	88.0
C=C1C(=O)[C@@]23C[C@H]4[C@@H]5[C@@]6(C)CCC[C@@]57[C@@H]2[C@@H](O)[C@@H]1C[C@H]3[C@H]7N4C6
→ .	.	108.0	.	5.0	6.3	.	1.6	106.0
Fc1ccc(C2=CCN(C(c3ccc(Cl)cc3)c3nnnn3Cc3ccccc3)CC2)cc1 (stereo unspecified)
→ 40.1	2.8	107.0	-8.6	2.0	0.6	0.4	0.5	102.0
CCOC(=O)c1c(C)n(Cc2ccc(F)cc2)c2ccc(O)cc12
→ 7.8	-8.9	100.0	3.4	-4.0	6.3	15.2	6.4	103.0
COCCn1c(-c2ccccc2)cc(C(=O)O)c1C
→ .	.	105.0	.	6.0	0.4	-4.8	0.9	106.0
CC/C(=N\NC(=O)c1ccccc1)c1c(O)n(Cc2ccccc2)c(=O)[nH]c1=O
→ 13.7	10.1	105.0	-19.6	4.0	4.6	8.8	.	103.0
COc1ccc(CNCCc2c[nH]c3ccccc23)cc1OC
→ -6.0	5.0	117.0	6.0	10.0	3.6	0.1	-2.0	106.0
Cc1cc(NC(=O)COC(=O)c2c(C)nn(Cc3ccccc3Cl)c2C)no1
→ -3.0	8.8	99.0	-2.1	7.0	1.4	-3.2	-5.2	105.0
CN(C)C(=O)Oc1ccc(OC(=O)c2ccccc2)cc1
→ 36.3	-4.5	85.0	-6.3	-8.0	-5.1	-3.8	-1.3	85.0
Cc1cc(NC(=O)CCl)no1
→ 5.9	4.0	91.0	-15.3	-10.0	6.9	-10.1	5.6	98.0
CC(=O)NCC(=O)Nc1ccc(Br)cc1C(=O)c1ccccc1
→ -19.8	10.2	98.0	2.7	1.0	0.9	-2.9	4.6	100.0
Nc1cc2nc3ccccc3nc2cc1N
→ 2.1	81.1*	91.0	2.0	-2.0	-0.4	11.0	-3.1	98.0
C[C@]12CC[C@H]3[C@@H](CCC4=CC(=O)CC[C@@]43O)[C@@H]1CCC2=O
→ 6.9	-1.7	102.0	-1.9	9.0	10.4	2.5	-4.0	103.0

Look-ups from above.
`CC/C(=N\NC(=O)c1ccccc1)c1c(O)n(Cc2ccccc2)c(=O)[nH]c1=O` in PfM18AAP inh has 8.8
`c1ccc2c(c1)OCC(C1=NCCN1)O2` (stereo unspecified) in PfM18AAP inh has 0.1

Further results
Results follow in this order: NALP1 inh	SUMO HTRF inh	MEKK2 WT-MEK5	pCIP destab	MEKK2 mut-MEK5	IDE inh	PfM18AAP inh	IDE cell activ	MEKK3 PB1 HTS
CC1(C)CC(=O)C2=C(C1)NC(=O)C21C(C(=O)OC(C)(C)C)=C(N)Oc2ccc(Br)cc21 (stereo unspecified)
→ 9.4	1.6	101.0	-16.0	3.0	4.4	6.3	-3.8	102.0
Brc1ccc2c(c1)C(OC1CN3CCC1CC3)c1ccccc1CS2 (stereo unspecified)
→ 57.3*	1.7	156.0*	4.7	13.0	-1.3	-0.9	-0.9	109.0
COc1ccc(-c2cc(C(F)(F)F)n3nc(C(=O)N4CCC5(CC4)OCCO5)cc3n2)cc1OC
→ 6.5	25.8	101.0	-11.4	-4.0	3.2	-4.4	4.9	98.0
O=C(COC(=O)Cc1ccccc1)Nc1ccc(SC(F)F)cc1
→ .	-11.1	101.0	5.8	7.0	6.1	0.4	-0.7	99.0
O=c1[nH]c(O)c(N=Nc2ccc([N+](=O)[O-])cc2)c(=O)[nH]1
→ 7.8	2.6	87.0	3.9	-4.0	10.9	8.9	1.8	83.0
COc1cccc(C2(O)CCSCC2CN(C)C)c1 (stereo unspecified)
→ 27.7	-4.2	97.0	-6.8	-3.0	1.9	-8.9	-1.3	99.0
CC(C)c1ccc(N2C(=O)NC(=O)/C(=C/C=C/c3ccco3)C2=O)cc1
→ 30.8	22.5	60.0*[inhibitor]	-17.8	36.0	12.1	23.3	-22.7	100.0
COc1ccc(Cl)cc1C(=O)C1CCCN(Cc2cnc(C)s2)C1 (stereo unspecified)
→ 9.7	20.2	96.0	-21.6	-7.0	-1.3	-13.4	-7.6	95.0
CCOC(=O)c1ccc(NC(=O)C2C3C=CC(O3)C2C(=O)O)cc1 (stereo unspecified)
→ 9.3	18.5	100.0	-8.9	3.0	5.2	4.0	.	99.0
Nc1c(C(=O)NCCN2CCOCC2)c2nc3ccccc3nc2n1Cc1ccco1
→ 23.4	37.8	103.0	-15.8	3.0	3.6	4.5	8.4	97.0
Cc1ccc2c(c1)C1CN(C)CCC1N2C(=S)Nc1cccnc1 (stereo unspecified)
→ 18.2	5.4	99.0	-1.5	-3.0	4.1	-1.8	-0.5	103.0
CN1C(=O)C(C2(C#N)CCCCC2)C(=O)N(C)C1=O
→ 26.2	-5.3	100.0	5.5	-3.0	4.6	7.8	1.2	101.0
Cc1cc(OC(C)C(=O)NCc2cccnc2)c2c3c(c(=O)oc2c1)CCC3 (stereo unspecified)
→ 12.0	4.3	101.0	6.0	-1.0	-2.5	3.5	3.3	99.0
O=C1NC(=O)N(Cc2ccccc2Cl)C(=O)/C1=C/N1CCOCC1
→ 11.9	16.3	95.0	-15.3	1.0	-0.6	6.8	0.6	103.0
COc1ccccc1-n1c(O)c(/C=N/N2CCCCC2)c(=O)n(-c2ccccc2OC)c1=S
→ 11.9	21.4	96.0	-11.3	-1.0	0.2	-9.9	0.5	100.0
CSC1=NP(=S)(SC)N(C)c2nc3n(c21)CCC3 (stereo unspecified)
→ -16.2	17.4	85.0	-15.5	-14.0	-1.2	-6.8	.	75.0
